Screening data deposited in PubChem BioAssay by Sanford-Burnham Center for Chemical Genomics.
TAG inh: reduces triacylglycerol accumulation in H9c2 cells | Nile Red lipid (TAG) fluorescence; cells loaded with 200 µM oleic acid | hit rate 0.66% among 230,000 | inhibition, % at 12.5 µM | AID 651582;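 active = pattern-corrected inhibition of lipid staining of at least 50% with the nuclear-stain viability signal not falling by more than 50%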;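 note: 0% = DMSO wells and 100% = triacsin C control wells; some results filed as inactive read as strong as hits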
TAG inh DAPI viability: second read-out of TAG inh, no call of its own (marks repeat the call); DAPI nuclei signal change (viability), lower = more cytotoxic, %;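 whole-well DAPI fluorescence read on a plate reader as a viability signal; minus 50 percent equals half of cells still viable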
Starred values were filed as active, the others as inactive; i = inactive; & = joins results of further samples. A portion of the library; rates above refer to the full screens.

The opening 30 entries (preview)
SMILES	TAG inh	TAG inh DAPI viability
c1coc(-c2nnc(-c3cccs3)o2)c1	17	33
O=C(NCc1ccccc1)NCC12CC3CC(CC(C3)C1)C2	-5	-10
Cc1ccc(C(=O)Nc2cccc(C(F)(F)F)c2)cc1NC(=O)c1csc(-c2ccncc2)n1	12&-5	-2&0
Cc1csc(SCc2nnc(-c3ccc(Cl)cc3)o2)n1	-8	6
O=C(NC(c1ccccc1)c1ccccc1)C1CCCC1	-18	3
C=CCn1c(SCC#N)nc2sc(CC)cc2c1=O	-1	-2
CC(=O)OC1CCC2C3CCC4=C(CC(F)C(=O)C4)C3CCC12C (configuration not stated)	-4	-6
O=C(Nc1cccnc1)c1ccc(Cl)cc1[N+](=O)[O-]	-13	-2
CC(C)(C)c1ccc(COn2ccnc2)cc1	18	-2
O=C(CSc1ccccc1)Nc1cccnc1	-7	-4
NC(=O)c1cccc(-c2noc(-c3ccccc3F)n2)c1	-12	2
CCn1c(COc2ccc(C)cc2)nnc1SCC(=O)C(C)(C)C	10	12
C/C(CCC(C)C)=N\Nc1cc(C)c2ccccc2n1	13	-3
Cn1c(=O)c2c(ncn2CC(=O)N/N=C/c2cn[nH]c2-c2ccc(F)cc2)n(C)c1=O	10	-5
COCCSc1nc2c(c(=O)[nH]c(=O)n2C)n1CCC(C)C	10	-4
CCNc1nc(Oc2ccc(C#N)cc2)cc(C(F)(F)F)n1	-13	3
c1ccc(Oc2cccc(Oc3ccccc3)n2)cc1	-8	50
COc1cccc2c1C(=O)CC1C2CCC2CC(=O)CCC21C (configuration not stated)	-1	-7
COc1ccc(CN(C)C(=O)COC(=O)c2ccc(-c3ccccc3)cc2)c(OC)c1OC	-3	-4
C/C(=N/NS(=O)(=O)c1ccc(C(C)C)cc1)c1ccncc1	-21	6
c1csc(C2Nc3cccc4cccc(c34)N2)c1	0	7
Cc1noc(C)c1COc1ccccc1C(=O)N1CCN(S(=O)(=O)c2ccccc2C#N)CC1	12	-9
O=C(COc1ncnc2ccccc12)c1ccc2c(c1)OCCO2	-7	1
COc1ccc(C[C@@H]2OC3(C=CC(=O)C=C3)O[C@H]2Cc2ccc(OC)cc2)cc1	75	-55
COc1ccc(N2CCN(C3CCCN(C(=O)c4cccc(C)n4)C3)CC2)cc1 (configuration not stated)	1	1
O=C(COc1ccc(F)cc1)NNC(=O)Cn1ccc(C(F)(F)F)n1	-5	-3
O=C1c2ccccc2-c2onc3ccc(NCc4ccco4)c1c23	-81	-2
CN1C[C@@H]2[C@@H]3C(=O)N(Cc4ccccc4)C(=O)[C@@H]3[C@](Cc3ccccc3)(C1=O)N2C(=O)c1ccc(Cl)cc1	0	0
COc1ccc(NC(=O)Nc2nc(C(N)Cc3ccc(C(F)(F)F)cc3)cs2)cc1 (configuration not stated)	103	-61
CC(=O)c1c(C)[nH]c(C(=O)CSc2nc3ccccc3c(=O)n2CCCO)c1C	24	-11

Results (from the top)
SMILES	TAG inh	TAG inh DAPI viability
c1coc(-c2nnc(-c3cccs3)o2)c1	17	33
O=C(NCc1ccccc1)NCC12CC3CC(CC(C3)C1)C2	-5	-10
Cc1ccc(C(=O)Nc2cccc(C(F)(F)F)c2)cc1NC(=O)c1csc(-c2ccncc2)n1	12&-5	-2&0
Cc1csc(SCc2nnc(-c3ccc(Cl)cc3)o2)n1	-8	6
O=C(NC(c1ccccc1)c1ccccc1)C1CCCC1	-18	3
C=CCn1c(SCC#N)nc2sc(CC)cc2c1=O	-1	-2
CC(=O)OC1CCC2C3CCC4=C(CC(F)C(=O)C4)C3CCC12C (configuration not stated)	-4	-6
O=C(Nc1cccnc1)c1ccc(Cl)cc1[N+](=O)[O-]	-13	-2
CC(C)(C)c1ccc(COn2ccnc2)cc1	18	-2
O=C(CSc1ccccc1)Nc1cccnc1	-7	-4
NC(=O)c1cccc(-c2noc(-c3ccccc3F)n2)c1	-12	2
CCn1c(COc2ccc(C)cc2)nnc1SCC(=O)C(C)(C)C	10	12
C/C(CCC(C)C)=N\Nc1cc(C)c2ccccc2n1	13	-3
Cn1c(=O)c2c(ncn2CC(=O)N/N=C/c2cn[nH]c2-c2ccc(F)cc2)n(C)c1=O	10	-5
COCCSc1nc2c(c(=O)[nH]c(=O)n2C)n1CCC(C)C	10	-4
CCNc1nc(Oc2ccc(C#N)cc2)cc(C(F)(F)F)n1	-13	3
c1ccc(Oc2cccc(Oc3ccccc3)n2)cc1	-8	50
COc1cccc2c1C(=O)CC1C2CCC2CC(=O)CCC21C (configuration not stated)	-1	-7
COc1ccc(CN(C)C(=O)COC(=O)c2ccc(-c3ccccc3)cc2)c(OC)c1OC	-3	-4
C/C(=N/NS(=O)(=O)c1ccc(C(C)C)cc1)c1ccncc1	-21	6
c1csc(C2Nc3cccc4cccc(c34)N2)c1	0	7
Cc1noc(C)c1COc1ccccc1C(=O)N1CCN(S(=O)(=O)c2ccccc2C#N)CC1	12	-9
O=C(COc1ncnc2ccccc12)c1ccc2c(c1)OCCO2	-7	1
COc1ccc(C[C@@H]2OC3(C=CC(=O)C=C3)O[C@H]2Cc2ccc(OC)cc2)cc1	75	-55
COc1ccc(N2CCN(C3CCCN(C(=O)c4cccc(C)n4)C3)CC2)cc1 (configuration not stated)	1	1

Continued:
SMILES	TAG inh	TAG inh DAPI viability
O=C(COc1ccc(F)cc1)NNC(=O)Cn1ccc(C(F)(F)F)n1	-5	-3
O=C1c2ccccc2-c2onc3ccc(NCc4ccco4)c1c23	-81	-2
CN1C[C@@H]2[C@@H]3C(=O)N(Cc4ccccc4)C(=O)[C@@H]3[C@](Cc3ccccc3)(C1=O)N2C(=O)c1ccc(Cl)cc1	0	0
COc1ccc(NC(=O)Nc2nc(C(N)Cc3ccc(C(F)(F)F)cc3)cs2)cc1 (configuration not stated)	103	-61
CC(=O)c1c(C)[nH]c(C(=O)CSc2nc3ccccc3c(=O)n2CCCO)c1C	24	-11
O=C1/C(=N\S(=O)(=O)c2cccs2)C([n+]2cccc(Cc3ccccc3)c2)=C([O-])c2ccccc21	73*	-26*
Cc1cc(C)nc(SCC(=O)Nc2ccc(S(=O)(=O)Nc3onc(C)c3C)cc2)n1	1	13
Cn1c(O)c(/C=C2\C=NN=C2c2ccccc2)sc1=S	13	-4
COc1ccc(NC(=S)NCc2cccn2C)cc1	-16	2
O=C(O)CCCn1cc(NC(=O)COc2cc(F)ccc2[N+](=O)[O-])cn1	-3	8
CCOc1ccc(CNC(=O)c2ccc3nc(N4CCOCC4)sc3c2)cc1	-3	7
COc1ccc(N2C(=O)CC(N3CCN(S(=O)(=O)c4c(C)cc(C)cc4C)CC3)C2=O)cc1 (configuration not stated)	2	-1
CCCCc1cc(=O)oc2cc(O)ccc12	-1	41
CC(=O)Nc1ccc(-c2sc(Nc3ccccc3)n[n+]2C)cc1	-14	-3
O=C(c1ccc(N2CCN(C(=O)c3cccc(F)c3)CC2)cc1)c1cccc(F)c1	1	1
COCCCNC(=S)Nc1ccc(OC(F)F)cc1C	19	-7
COCCNC(=S)N/N=C/c1ccc([N+](=O)[O-])cc1	-7	-1
Cc1cccn2c(=O)c3cc(C(=O)NCc4cccnc4)c(=N)n(C(C)C)c3nc12	20	i
CCOC(=O)NC(=O)CSc1nc2ccccc2[nH]1	2	0
CCN(CC)c1ccc(N2C(=O)/C(=C/c3cccs3)SC2=S)cc1	0	1
Cc1nn(C(C)C(=O)NCCCc2ccccc2)c(=O)c2cc3occc3n12 (configuration not stated)	-7	-8
Cc1ccccc1-c1nnn(CC(=O)Nc2cccc(S(N)(=O)=O)c2)n1	-8	0
O=C(NCCS(=O)(=O)NCc1ccco1)c1ccccc1	-9	-2
Cn1cccc1/C=C1\SC(=S)N(NC(=O)c2ccccc2O)C1=O	3	2
CCN1C(=O)CC(c2ccccc2)CC1=O	-17	8

Next entries:
SMILES	TAG inh	TAG inh DAPI viability
O=C1c2ccccc2C(Nc2ccc(Cl)cn2)N1c1ccccn1 (configuration not stated)	5	1
O=C(Cc1ccc(Cl)cc1)c1c[nH]c(C(=O)NCc2cccnc2)c1	5	-5
COc1cccc(CNC(=O)c2ccncc2)c1	-1	9
COc1ccc(N2CCN(Cc3nc4c(c(=O)n(C)c(=O)n4C)n3Cc3ccccc3C)CC2)cc1	3	-6
CCc1ccc(NC(=O)C2CC(=O)N=C(N)S2)cc1 (configuration not stated)	-8	1
CCOC(=O)c1ccc(NC(=O)NCc2ccccc2)cc1	-6	-8
CC(Sc1nnc(-c2cccnc2)n1C)C(=O)N1CCOCC1 (configuration not stated)	6	3
CC1CCc2c(sc3nc(CSc4ncn[nH]4)[nH]c(=O)c23)C1 (configuration not stated)	-9	7
COc1cc(NC(=O)c2ccc(C(C)(C)C)cc2)c(OC)cc1NC(=O)CN1CCCCC1	23	15
Nc1nccc2c1ncn2C1OC(CO)C(O)C1O (configuration not stated)	-15	7
N=c1occ(C(=O)c2cc(F)ccc2O)cc1C(=O)NC1CCCCC1	-2	-5
Nc1cc(=O)[nH]c(SCC(=O)Nc2ccc(Br)cc2)n1	13	-11
CC(=O)NC(Cc1ccc(F)cc1)C(=O)O (configuration not stated)	10	7
COc1ccc(Cn2nnc3c(=O)[nH]c(C4CCCN(C(=O)c5ccccc5)C4)nc32)cc1 (configuration not stated)	-1	-12
CCOc1ccccc1C(=O)NCC(=O)NCC(c1ccco1)N1CCCCC1 (configuration not stated)	2	13
O=C(COC(=O)c1n[nH]c2ccccc12)Nc1ccc(S(=O)(=O)N2CCCC2)cc1	2	-9
Cc1ccc(C)c(N2CCN(Cc3nnnn3C3CCCCC3)CC2)c1	19	-7
Cc1cc(C)c(S(=O)(=O)Cc2ccc(Cl)cc2)c(=O)[nH]1	-2	-5
CCOC(=O)c1nc2sc3c(c2c(=O)n1C(C)C(=O)OCC)CCCC3 (configuration not stated)	4	18
CCOC(=O)C1C(=O)CC(C)(O)C(C(=O)OCC)C1c1ccc2c(c1)OCO2 (configuration not stated)	-12	7
CC1=NN(C(=O)CSCc2ccccc2)C(O)(c2ccccc2)C1 (configuration not stated)	-12	10
COc1cccc(C(=O)N2CCCC(CCC(=O)NCc3ccc(F)c(F)c3)C2)c1 (configuration not stated)	-1	-14
CC(=O)Nc1ccc(CN2CCCCCC2)cc1	-3	8
Cc1cccc(-c2noc(CCC(=O)N3CCN(c4cc(C)ccc4C)CC3)n2)c1	-3	-2
Cc1ccc(O/C=C2\OC(=O)c3ccccc32)cc1	-26	16

Other records follow.
SMILES	TAG inh	TAG inh DAPI viability
CCOC(=O)C1CCCN(C(=O)c2cccc(S(=O)(=O)N(Cc3ccccc3)c3ccccc3OC)c2)C1 (configuration not stated)	-2	-6
CCc1ccc(NC(=O)CCS(=O)(=O)c2cccc3nsnc23)cc1	-16	2
Cc1ccc(NS(=O)(=O)c2ccc(N/N=C/c3ccccc3OCC(=O)O)c([N+](=O)[O-])c2)c(C)c1	-1	15
COc1ccc(C2c3ccc(O)cc3Oc3ncn4nc(-c5ccco5)nc4c32)cc1OC (configuration not stated)	1	-9
CCCCCC(=O)Nc1cccc(C2=NOC3(C2)C[C@H](C(N)=O)N(C(=O)CCCCC)C3)c1 (some centres not stated)	9	-7
CCc1nn(-c2ccccc2)c2c1-c1cc(OC)c(OC)cc1C1(N2)C(=O)Nc2ccccc21 (configuration not stated)	48	30
COCCCNC(=O)CC(C)c1ccccc1 (configuration not stated)	-1	2
CCCn1c(Nc2ccccc2)nc2ccccc21	-22	7
O=C1N=C(N2CCCC2)S/C1=C\c1cccc(Br)c1	-10	-1
O=C(NCC(=O)N1CCCC(C(F)(F)F)C1)c1ccc2ccccc2c1 (configuration not stated)	-18	4
O=C(Nc1ccc(Oc2cccnc2)cc1)c1ccccc1Cl	17	2
COc1ccccc1NS(=O)(=O)c1ccc(O)cc1	-24	-4
Cc1ccc(-c2nn3nnnc3c3ccccc23)cc1	2	-7
CCCCCCSc1nnc(-c2cnn(-c3ccccc3)c2-n2cccc2)n1C	-14	4
Cc1cc(N2CCCCC2C)nc(-c2ccccc2O)n1 (configuration not stated)	-2	21
O=C(NCCN1CCCC1)c1ccc(Br)cc1	10	-4
COCCN1Cc2cccc(C(=O)Nc3ccc(C)c(C)c3)c2C1=O	22	2
